Source: PubChem (several laboratories)
Peg3 promoter = reduces Peg3 promoter-driven luciferase expression in HeLa. inhibition, % at 20 µM. 1.7% of 360,000 active. HeLa PEG-Prom luciferase reporter, luminescence, overnight;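 active means inhibition of at least 50% at 20 µM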
NR2E3 ag-1 = NR2E3 (human) agonism | Q9Y5X4 | GST-NR2E3/biotin-RetCOR TR-FRET, 1536-well | inhibition of corepressor binding, % at 4.78 µM | 0.12% of 320,000 active | AID 2300;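 active means percent inhibition above the cutoff of mean plus 3 SD of all tested compounds, set per screening campaign, cut at about 20% in these data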;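 further: 0% = DMSO wells and 100% = biotin wells as full block of FRET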
Target sequence (Q9Y5X4 whole entry, looked up): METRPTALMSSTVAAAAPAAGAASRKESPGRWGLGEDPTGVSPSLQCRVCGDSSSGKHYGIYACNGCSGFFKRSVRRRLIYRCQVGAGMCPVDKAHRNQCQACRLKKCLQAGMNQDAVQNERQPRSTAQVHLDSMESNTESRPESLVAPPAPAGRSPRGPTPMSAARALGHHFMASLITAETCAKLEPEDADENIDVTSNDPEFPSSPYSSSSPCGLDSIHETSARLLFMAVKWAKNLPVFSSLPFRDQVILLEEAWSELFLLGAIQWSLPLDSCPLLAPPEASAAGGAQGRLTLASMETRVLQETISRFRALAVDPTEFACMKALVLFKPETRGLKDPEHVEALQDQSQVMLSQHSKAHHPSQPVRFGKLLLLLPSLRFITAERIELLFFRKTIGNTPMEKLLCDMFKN
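Material: NR2E3–RetCOR corepressor complex / Incubation: Compound–protein incubation for 5 h at 4 °C / Dosing: compound at 4.8 µM, single dose / Detection: time-resolved FRET / Benchmarks: high control biotin, low control 0.6% DMSO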
CaV13 FRET inh = Primary screen for inhibitors of IQ motif and Ca2+-dependent inactivation inhibitor domain binding in CACNA1D, Förster resonance energy transfer in living cells, …; 0.098% of 340,000 active; inhibition, % at 12.3 µM; HEK cells, CFP/YFP FRET ICDI-IQ, plate reader, 10 min; percent FRET-ratio fall versus neutral wells;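 active means mean replicate inhibition of at least 30% and at least 1% of replicates passing that level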;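 further: 0% = median of the neutral control wells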
HIF-2a inh = HIF-2a inhibition; inhibition, % at 18.8 µM; 0.72% of 360,000 active; 786-0 RCC cells HIF-2a reporter, luciferase luminescence, overnight;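 active means inhibition of the luminescence signal of 40% or more relative to plate controls, in a single-dose primary screen at 18.75 µM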
Vif inh = inhibitors of HIV Vif | AID 602346 | inhibition, % at 7.49 µM | 0.35% of 340,000 active | HEK293T cells, Vif self-association by quenched fluorescence, imaging, 24 h; in the data active means inhibition above about 50%, passing the limit was not always enough; further: some results filed as inactive read as strong as hits
CF NFkB block = inhibitors of cystic fibrosis induced NF-kB; inhibition, % at 5 µM; AID 588850; 0.86% of 360,000 active; KKLEB NF-kB-GFP reporter, PAF-induced, GFP fluorescence overnight;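 active means at least 50% inhibition at 5 µM, scaled per plate between neutral and stimulator controls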;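 further: PAF is a Pseudomonas aeruginosa culture filtrate used as stimulus; plate controls were PAF-stimulated DMSO wells for no effect and unstimulated DMSO wells for full effect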
MITF TRPM1 inh = reduces MITF-dependent TRPM1 promoter luciferase signal; SK-MEL-5 TRPM1 promoter luciferase, 24 h; inhibition, % at 12.5 µM; 0.83% of 330,000 active;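 active means mean inhibition across replicates of 60% or more, whatever share of single replicates reaches that level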; further: values of inactives mirror those of a sister screen read the other way
PDI turbidity = inhibitors of human protein disulfide isomerase; P07237; PDI insulin aggregation turbidity, A650, 90 min; AID 588391; 0.052% of 350,000 active; inhibition, % at 10 µM;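 active means mean inhibition across replicates of 30% or more, whatever share of single replicates reach that level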;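 further: absorbance from insulin aggregation driven by PDI reduction with DTT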
Target sequence (P07237 whole entry, looked up): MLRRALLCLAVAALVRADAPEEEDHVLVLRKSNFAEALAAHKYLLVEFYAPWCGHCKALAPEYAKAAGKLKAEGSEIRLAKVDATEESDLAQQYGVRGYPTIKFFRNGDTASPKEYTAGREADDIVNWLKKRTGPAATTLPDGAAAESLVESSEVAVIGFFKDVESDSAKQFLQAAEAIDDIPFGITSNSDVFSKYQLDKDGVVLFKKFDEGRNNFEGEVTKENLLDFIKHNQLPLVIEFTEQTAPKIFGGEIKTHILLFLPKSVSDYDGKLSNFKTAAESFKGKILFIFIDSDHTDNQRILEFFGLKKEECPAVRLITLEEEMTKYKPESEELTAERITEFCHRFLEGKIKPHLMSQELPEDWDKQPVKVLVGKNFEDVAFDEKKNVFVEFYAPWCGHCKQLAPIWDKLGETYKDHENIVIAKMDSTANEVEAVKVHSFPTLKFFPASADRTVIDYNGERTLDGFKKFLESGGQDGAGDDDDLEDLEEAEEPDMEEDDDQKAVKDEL
KKLEB cytotox = counter-screen for CF NF-kB inhibitors: cytotoxicity; KKLEB CF airway cells viability, ATPlite luminescence, overnight; stronger effect = lower value; cells stimulated with P. aeruginosa culture filtrate; AID 602141; activity change (cytotoxicity), % at 5 µM; 0.36% of 360,000 active;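 active means corrected activity change at or below -50% at 5 µM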
Shn3 inh set2 = reduces Shn3 3'UTR luciferase signal in osteoblasts; inhibition, % at 12.5 µM; 0.52% of 360,000 active; AID 588674; Clone20 osteoblast Shn3 3'UTR firefly luciferase, 24 h;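 active means mean inhibition of at least 75% with every replicate also reaching 75%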;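 further: 0% = median of neutral control wells and 100% = pilot-screen positive control compound; some compounds past the cut are filed as inactive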
NR2E3 ag-2 = activates human NR2E3 receptor; 0.35% of 360,000 active; inhibition of corepressor binding, % at 3.98 µM; AID 602229; CHO-S Gal4-NCOR/VP16-NR2E3 two-hybrid, luciferase;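 active means inhibition above the mean of all tested compounds plus 3 SD, cut at about 70% in these data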;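 further: 0% = DMSO with NR2E3 transfected cells and 100% = cells lacking NR2E3 construct; higher means lower luciferase signal from less NR2E3 corepressor binding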
Starred values were filed as active, the others as inactive; · = not tested or not shown.

SMILES	Peg3 promoter	NR2E3 ag-1	CaV13 FRET inh	HIF-2a inh	Vif inh	CF NFkB block	MITF TRPM1 inh	PDI turbidity	KKLEB cytotox	Shn3 inh set2	NR2E3 ag-2
CC1Cc2ccccc2N1CC(=O)Nc1ccc(S(=O)(=O)N(C)C)cc1 (configuration not stated)	9	2	3	12	3	-11	-1	8	-9	-10	-12
COc1ccc(N2CCN(C3CCCN(Cc4cccc(OC)c4)C3)CC2)cc1 (configuration not stated)	7	3	-19	13	-1	28	6	-5	-2	-7	17
CCN(CC(=O)Nc1ccccc1C(F)(F)F)C(=O)c1ccccc1Sc1ccccc1C#N	12	3	-6	6	-4	-12	-7	0	-6	-1	-4
COC(=O)Cc1[nH]c(=O)[nH]c1C(=O)OC	1	1	-4	16	8	-26	6	5	11	9	4
CN(C)CCNC(NC(=O)c1cccs1)C(Cl)(Cl)Cl (configuration not stated)	9	-4	-5	13	6	26	3	9	-9	-32	-5
COc1ccc(NC(=O)CCN2CCCC2)c(OC)c1	8	-3	·	9	·	-3	-1	-3	7	·	13
O=C(Nc1ccc(Cl)cc1)N1N=CCC1c1ccccc1 (configuration not stated)	-7	1	-5	-37	-1	-6	·	3	3	-9	-10
CC(=O)OCC(=O)C1(O)CCC2C3CC(F)C4=CC(=O)CCC4(C)C3C(O)CC21C (configuration not stated)	-9	·	-6	17	17	76*	-19	3	13	10	-6
CCN1CCN(c2nc(C)c3c(n2)CC(C)CC3=O)CC1 (configuration not stated)	22	2	-5	13	4	16	6	0	4	6	14
CC1CCCC(C)N1CC(O)COC1CCC(C(C)(C)C)CC1 (configuration not stated)	17	6	-3	18	-3	4	-7	-3	1	19	3

Single records (already shown). Values in the order: Peg3 promoter | NR2E3 ag-1 | CaV13 FRET inh | HIF-2a inh | Vif inh | CF NFkB block | MITF TRPM1 inh | PDI turbidity | KKLEB cytotox | Shn3 inh set2 | NR2E3 ag-2
Entry for O=C(Nc1ccc(Cl)cc1)N1N=CCC1c1ccccc1 (configuration not stated) = -7 | 1 | -5 | -37 | -1 | -6 | · | 3 | 3 | -9 | -10
Entry for CN(C)CCNC(NC(=O)c1cccs1)C(Cl)(Cl)Cl (configuration not stated) = 9 | -4 | -5 | 13 | 6 | 26 | 3 | 9 | -9 | -32 | -5
Entry for COC(=O)Cc1[nH]c(=O)[nH]c1C(=O)OC = 1 | 1 | -4 | 16 | 8 | -26 | 6 | 5 | 11 | 9 | 4
Entry for COc1ccc(N2CCN(C3CCCN(Cc4cccc(OC)c4)C3)CC2)cc1 (configuration not stated) = 7 | 3 | -19 | 13 | -1 | 28 | 6 | -5 | -2 | -7 | 17

The listing continues:
SMILES	Peg3 promoter	NR2E3 ag-1	CaV13 FRET inh	HIF-2a inh	Vif inh	CF NFkB block	MITF TRPM1 inh	PDI turbidity	KKLEB cytotox	Shn3 inh set2	NR2E3 ag-2
COc1cc(C=O)ccc1OCCOCCOc1ccc(Cl)cc1	13	1	·	5	-2	-36	-6	-23	18	-12	-24
C=CCOC(=O)N1CCC2CC1c1cc(-c3ccc(OC)cc3)ccc12 (configuration not stated)	-3	·	-5	-40	·	0	3	1	-4	5	-22
Cc1cc(C)n(-c2ccc(C(=O)NCC(=O)Nc3cc(Cl)ccc3Cl)cc2)n1	1	·	-3	3	9	20	8	5	-6	-2	-3
COc1ccccc1NC(=O)C(C)OC(=O)c1nc2nc(C)cc(C)n2n1 (configuration not stated)	2	0	-6	5	-12	-11	-1	-1	10	-6	2
CCOC(=O)c1c(NC(=O)c2ccc(Cl)s2)sc(C)c1C	4	1	-2	-3	8	-15	0	11	-19	3	-17
Cc1ccc(S(=O)(=O)N(C)C)cc1NC(=O)CCc1c[nH]c2ccccc12	0	3	-4	-3	3	3	-3	9	3	11	-28
Cc1ccc(C)c(NC(=O)c2ccccc2O)c1	-103	0	·	-155	-2	-1	-44	-5	4	-29	-23
O=C(Nc1nnc2n1CCS2)c1ccc(Br)o1	22	1	-7	-14	12	-27	-6	8	6	4	-20
Cc1cccc(Oc2ccc(NC(=O)c3ccccc3C(=O)O)cc2)c1	-6	2	-7	-8	1	-10	-5	-5	-6	-28	-28
CCCCn1c(N)c(N(CCOC)C(=O)c2cccc(S(=O)(=O)N3CCCCC3)c2)c(=O)[nH]c1=O	11	1	-6	12	·	-6	-1	1	8	-19	14
CCC(NC(=O)C1CCCC1)c1ccc(C)cc1 (configuration not stated)	21	1	6	19	7	0	4	5	-2	3	32
COc1ccc(-c2cc(C3CCNCC3)[nH]n2)cc1	5	-3	-21	2	-2	3	-9	0	6	-2	1
COc1cccc2cc(C(=O)N3CC(C)OC(C)C3)c(=O)oc12 (configuration not stated)	4	4	-2	12	5	31	-3	26	-11	16	1
O=C(O)c1cc2c(ccc3ccccc32)[nH]1	-14	1	·	-14	·	-4	16	3	-1	·	-7
CN(CCc1ccccc1)C(=O)c1ccc(NC(=O)Cc2cccc([N+](=O)[O-])c2)cc1	-7	·	-3	-13	2	-5	·	-6	-9	41	33
CSc1ncccc1C(=O)N(C)CC(=O)Nc1ccc(Cl)c(C(F)(F)F)c1	15	1	-3	7	4	-9	7	0	4	11	12
N#Cc1c(SCC(=O)Nc2ccccc2)nsc1SCC(=O)Nc1ccccc1	23	3	-4	13	-4	10	14	6	-15	19	1
COc1cccc(-c2cnc(C(O)c3ccc(Cl)cc3)[nH]2)c1 (configuration not stated)	-91	·	-11	-124	0	-14	·	3	-2	-18	-12
O=C(Nc1nccs1)c1ccc(Br)s1	-264	-1	-3	-242	-9	-12	-68	-10	7	-76	-80
COc1ccc(C2C(C(C)=O)=C(C)N=c3s/c(=C\c4cc(C)n(C)c4C)c(=O)n32)c(OC)c1 (configuration not stated)	12	0	-16	3	·	-57	3	-1	0	30	-22

Compounds shown so far that contain bromine (two):
SMILES	Peg3 promoter	NR2E3 ag-1	CaV13 FRET inh	HIF-2a inh	Vif inh	CF NFkB block	MITF TRPM1 inh	PDI turbidity	KKLEB cytotox	Shn3 inh set2	NR2E3 ag-2
O=C(Nc1nnc2n1CCS2)c1ccc(Br)o1	22	1	-7	-14	12	-27	-6	8	6	4	-20
O=C(Nc1nccs1)c1ccc(Br)s1	-264	-1	-3	-242	-9	-12	-68	-10	7	-76	-80

(further entries)
SMILES	Peg3 promoter	NR2E3 ag-1	CaV13 FRET inh	HIF-2a inh	Vif inh	CF NFkB block	MITF TRPM1 inh	PDI turbidity	KKLEB cytotox	Shn3 inh set2	NR2E3 ag-2
Cc1cccc(OCCCC(=O)Nc2ccc(N3CCCCC3)cc2)c1C	17	3	-9	0	-4	12	2	-1	-10	7	7
C[C@H](CO)N1C[C@H](C)[C@@H](CN(C)C(=O)Nc2cccc(F)c2)Oc2ncc(Br)cc2C1=O	0	·	-5	8	-2	27	·	-5	-13	0	13
O=C(Nc1ccc(F)cc1Cl)c1ccc2c(=O)n3c(nc2c1)CCCCC3	-221	2	-2	-210	13	10	-54	1	2	-39	16
O=C(Oc1ccc(Nc2ncnc3ccccc23)cc1)c1cccnc1	-9	·	5	-35	-12	4	-2	1	1	14	3
Cn1c(=O)n(-c2cccc(Cl)c2)c(=O)n1C	-4	2	·	3	2	-6	1	-3	9	-11	-14
CN(Cc1ccccc1)C(=O)CCC1CCN(C(=O)c2ccccc2C(F)(F)F)CC1	18	-2	-6	3	-7	-13	2	5	2	2	-1
CN(Cc1ccc(F)cc1)Cc1nc(-c2ccccc2)no1	-29	0	-5	-22	-5	2	-7	-1	-5	9	-1
Cc1noc(/C=C/c2ccco2)c1S(=O)(=O)N1CCC(C(=O)N2CCc3ccccc3C2)CC1	16	-1	·	9	-15	2	10	11	-17	-2	-4
COc1ccc(C2Nc3cc(OC)ccc3-n3cccc32)cc1 (configuration not stated)	-22	1	-28	-74	4	6	-6	-4	-9	·	-19
CN(c1ccccc1C(=O)Nc1ccc(F)c(F)c1)S(C)(=O)=O	2	3	-5	9	-6	-4	-8	11	10	5	-9
C=CCOc1cccc(C2/C(=C(/O)c3ccc(Cl)cc3)C(=O)C(=O)N2CCN2CCOCC2)c1 (configuration not stated)	1	7	-5	0	-5	-11	6	0	0	14	6
COc1ccc2cc3c(N)c(C(=O)NCc4ccco4)sc3nc2c1	-221	-5	-12	-252	-7	-177	-60	8	14	-126	-62
OCC[C@@H]1C[C@H](O)[C@@H](O)[C@@]2(OCCCc3ccccc32)O1	0	0	-4	4	-4	-8	3	-3	7	-39	-4
CN(/N=C/c1cc(Cl)cc(Cl)c1O)C(=S)NC(C)(C)C	35	-4	-1	4	14	4	4	0	6	-3	-11

Of the compounds above, 2 have a cyano group.
SMILES	Peg3 promoter	NR2E3 ag-1	CaV13 FRET inh	HIF-2a inh	Vif inh	CF NFkB block	MITF TRPM1 inh	PDI turbidity	KKLEB cytotox	Shn3 inh set2	NR2E3 ag-2
CCN(CC(=O)Nc1ccccc1C(F)(F)F)C(=O)c1ccccc1Sc1ccccc1C#N	12	3	-6	6	-4	-12	-7	0	-6	-1	-4
N#Cc1c(SCC(=O)Nc2ccccc2)nsc1SCC(=O)Nc1ccccc1	23	3	-4	13	-4	10	14	6	-15	19	1
